# Screening data as filed in PubChem BioAssay.
# HT1080 IDH1KD tx: toxicity to HT-1080 IDH1 knockdown cells (counter line); HT-1080 IDH1 knockdown viability, ATP luminescence, 48 h; Potency, µM (titrated, usually from 46.1 µM), for inactives: at the highest dose activity, negative = toxicity, actives largely listed as cytotoxic; hit rate 2% among 360,000; AID 686971;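 also: potency is read from the fitted curve at half-maximal effect; 0% = DMSO wells and -100% = cell-free medium wells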
#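 Knockdown cells (IDH1KD HT-1080) received compounds 2 h after plating at 750 cells/well and were kept 48 h at 37 °C in 5% FBS RPMI. A CellTiter-Glo luminescence read gave % activity for curve fitting.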
# HT1080-NT tox: kills 2HG-producing HT-1080-NT fibrosarcoma cells; HT-1080-NT fibrosarcoma viability, CellTiter-Glo ATP luminescence, 48 h; Potency, µM (doses to about 46.1 µM), without a hit: at the top dose activity, negative = less viability, most hits filed as cytotoxic; hit rate 1.6% among 360,000; AID 686970;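 also: NT is the 2HG producing partner of a matched IDH1 knockdown line; potency is read from the fitted curve at half-maximal effect; 0% = DMSO-treated cells and -100% = media-only wells without cells; nearly all actives have a fitted effect of over 55% in size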
#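 Viability by CellTiter-Glo luminescence after 48 h compound exposure at 37C of HT-1080-NT cells (750/well, RPMI, 5% FBS). % activity scaled between DMSO wells and medium-only wells, then curve-fitted and categorized by curve class.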
# D3 antag: antagonists of human D3 dopamine receptor. P35462. hit rate 2.5% among 360,000. max response, negative = inhibition, %. D3R cells, DiscoveRx beta-arrestin luminescence, antagonist mode; stronger effect = lower value; in the data active = max response below about -50%; inconclusive = no clear call, values can overlap the other calls; also: % is scaled to controls: 0 for no effect and ±100 for the full control effect; mostly tested at two doses, the higher about 12 µM
# Target sequence (P35462 whole entry, looked up): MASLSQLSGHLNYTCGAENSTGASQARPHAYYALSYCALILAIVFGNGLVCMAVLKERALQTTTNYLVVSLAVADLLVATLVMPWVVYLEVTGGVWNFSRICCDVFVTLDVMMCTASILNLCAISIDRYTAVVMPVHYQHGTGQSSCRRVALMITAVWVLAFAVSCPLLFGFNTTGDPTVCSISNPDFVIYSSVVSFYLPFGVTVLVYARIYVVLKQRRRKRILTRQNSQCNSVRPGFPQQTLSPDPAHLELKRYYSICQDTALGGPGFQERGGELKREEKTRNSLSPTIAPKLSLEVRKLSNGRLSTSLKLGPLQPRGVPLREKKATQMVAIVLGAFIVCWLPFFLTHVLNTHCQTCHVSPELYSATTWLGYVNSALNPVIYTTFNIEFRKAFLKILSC
#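 Cells expressing the human receptor were seeded at 1500 cells/well, incubated overnight at 37 degrees C in 5% CO2, then exposed to library compounds with dopamine controls for 90 minutes at 37 degrees C before luminescent detection.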
# KB-V1 MDR tox: kills drug-selected multidrug resistant KB-V1 cells. KB-V1 MDR cells viability, CellTiter-Glo, 72 h. Potency, µM (series often up to 46.1 µM), for inactives: top-dose activity change, negative = cytotoxicity, most hits filed as cytotoxic. hit rate 3.4% among 400,000. AID 1347076; also: potency is read from the fitted curve at half-maximal effect; % is scaled to controls: 0 for no effect and ±100 for the full control effect; nearly all actives have a fitted effect of over 60% in size
#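 Readout: CellTiter-Glo luminescence, 10 min after addition. Cells: KB-V1 MDR subline, 72 h at 37 degrees C with compound. Analysis: corrected, normalized data fitted to concentration-effect curves.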
# GLP1R ag: activates the human GLP-1 receptor | HEK293 GLP-1R CRE-luciferase, luminescence, 4-6 h; cells express a hypersensitive GLP-1R form | Potency, µM (highest dose often 45.6 µM), without a hit: at the highest dose activation, actives largely listed as activators | hit rate 0.007% among 380,000 | P43220; also: potency is read from the fitted curve at half-maximal effect; % of control where 0% means no effect
# Target sequence (P43220 whole entry, looked up): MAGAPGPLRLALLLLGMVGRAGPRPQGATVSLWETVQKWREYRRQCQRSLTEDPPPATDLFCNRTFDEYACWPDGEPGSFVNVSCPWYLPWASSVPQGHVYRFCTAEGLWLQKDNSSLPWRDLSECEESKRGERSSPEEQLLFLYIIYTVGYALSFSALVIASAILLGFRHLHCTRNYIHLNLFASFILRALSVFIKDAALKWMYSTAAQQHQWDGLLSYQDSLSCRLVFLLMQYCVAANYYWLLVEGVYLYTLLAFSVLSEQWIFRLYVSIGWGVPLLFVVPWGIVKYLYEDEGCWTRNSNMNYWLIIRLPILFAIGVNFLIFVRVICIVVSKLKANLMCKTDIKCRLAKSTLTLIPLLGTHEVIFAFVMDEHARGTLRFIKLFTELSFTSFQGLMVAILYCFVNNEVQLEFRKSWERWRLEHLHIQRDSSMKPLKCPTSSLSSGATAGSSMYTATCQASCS
# SW480 rereplic: inducers of DNA re-replication in SW480 colon cancer cells; hit rate 1.8% among 340,000; AID 624297; Potency, µM (highest dose often 46.1 µM), for the others: at the highest dose re-replication activation, actives largely listed as activators; SW480 DNA re-replication, Hoechst DNA content imaging, 48 h; also: potency is read from the fitted curve at half-maximal effect; % of control where 0% means no effect; nearly all actives have a fitted effect of over 55% in size
#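 DNA re-replication was detected as more nuclei of elevated Hoechst intensity after 48 hr exposure to compound (23 nL pinned per well of 250 cells).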
# IL-1B inflam inh: blocks inflammasome-driven IL-1 beta release | THP-1 LPS/ATP IL-1B secretion, AlphaLISA, 16 h; stronger effect = lower value | activity change, % at 57.5 µM | hit rate 4.7% among 360,000 | AID 743279; in the data active = activity change below about -50%; inconclusive = mostly about -30% to -49%; also: % is scaled to controls: 0 for no effect and ±100 for the full control effect
#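 Secreted IL-1B measured by AlphaLISA bead assay after 16 h compound exposure of THP-1 cells; compounds (final up to 57.5 uM) added 1 h before LPS (250 ng/mL) and ATP (1.25 mM) stimulation; lower signal means less secretion.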
# KB-3-1 tox: KB-3-1 parental cell cytotoxicity | KB-3-1 viability, CellTiter-Glo ATP luminescence, 72 h | Potency, µM (highest dose often 46.1 µM), without a hit: at the top dose activity change, negative = cytotoxic, actives largely listed as cytotoxic | hit rate 1.4% among 400,000 | AID 1347075; also: potency is read from the fitted curve at half-maximal effect; % is scaled to controls: 0 for no effect and ±100 for the full control effect; nearly all actives have a fitted effect of over 60% in size
#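 Cytotoxicity measured as CellTiter-Glo luminescence after 72 h at 37 C. Compound titrations were pinned onto drug-naive KB-3-1 parental adenocarcinoma cells grown in DMEM with 10% FBS, and normalized data fitted to concentration-response curves.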
# D3 ag: agonists of human D3 dopamine receptor; max activation, %; P35462; D3R DiscoveRx beta-arrestin cells, luminescence, 90 min; hit rate 0.58% among 410,000; in the data active = max activation above about 30%; also: 0% is about no effect; mostly tested at two doses, the higher about 12 µM
#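 Agonist-mode cell screen: cells plated at 1500/well and incubated overnight at 37 °C, then exposed to library compounds for 90 min at 37 °C. Detection reagent was added for 30–60 min at room temperature, and luminescence was read.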
# Numbers without * were called inactive; i = inactive; ? = inconclusive; nt = not tested or not shown; & = joins results of further samples; [ ] = dose if it differs, or a comment. Unless noted, calls follow the shape of the dose curve; as a rule, active = well fitted curve in the direction sought with a large enough effect; inconclusive = small, poorly fitted or top-dose-only effect, or another doubt; inactive = no such curve, though single readings can be large; an effect the other way counts as inactive or inconclusive.
SMILES,HT1080 IDH1KD tx,HT1080-NT tox,D3 antag,KB-V1 MDR tox,GLP1R ag,SW480 rereplic,IL-1B inflam inh,KB-3-1 tox,D3 ag
c1ccc(NC(c2ccccc2)c2ccncc2)cc1 (stereo not drawn),5%,0%,1,13%,3%,2%,-13,?,1
Cc1nc2ccc(C(=O)N(C)Cc3ccco3)cn2c1N(C)CC1CCCCC1,?,4%,-12,-2%,12%,nt,-9,-1%,9
Cc1ccc(C(C(=O)NC2CCCC2)N2CCc3ccccc32)cc1 (stereo not drawn),7%,7%,-22,9%,-1%,-2%,22,0%,-4
CCn1c(O)c(C2=NCCCC2)c2ccccc21,1%,-3%,-3,9%,10%,0%,-15,0%,-2
CCCc1[nH]n(-c2nc3ccccc3s2)c(=O)c1C=NCC(C)C,-11%,-15%,-11,-19%,0%,-12%,-58*,-6%,-7
CCC1(CC)Nc2ccccc2C(=O)N1c1ccc(OC)cc1,-26%,-20%,7,-6%,5%,-11%,-15,1%,5
NS(=O)(=O)c1ccc2nc(NC(=O)Nc3ccc(F)cc3)sc2c1,?,-17%,-14,-2%,13%,0%,?,5%,-3
Cc1ccc(S(=O)(=O)NN=C2CCCc3ccccc32)cc1,4%,0%,11,?,0%,nt,21,-5%,2
CCOc1ccc2oc(C(=O)NCc3ccccc3CN3CCCC3)c(C)c2c1,?,?,-28,0%,8%,?,-57*,?,-9
COc1ccc(N(CC(=O)N2CCN(Cc3ccccc3)CC2)S(C)(=O)=O)cc1,-1%,14%,17,13%,5%,-4%,14,1%,2
COc1ccc2cc(C(=O)OC(C)C)sc(=O)c2c1OC,-16%,-10%,0,-22%,21%,-2%,5,-2%,-2
CN=c1sc2c(n1C)C(=O)c1ccccc1C2=O,?,18µM*,-14,?,-1%,13µM*,?,?,-10
CCCNC1(C(N)=O)CCN(Cc2ccccc2)CC1,-3%,-4%,-28,?,11%,-5%,-10,-2%,-21
CCOC(=O)C1=C(C)NC2=C(C(=O)CCC2)C1c1cc(OC)ccc1OC (stereo not drawn),9%,3%,-13,0%,3%,6%,8,1%,12
CC(=O)COc1ccc2c(-c3cccc([N+](=O)[O-])c3)cc(=O)oc2c1,0%,0%,-4,-3%,-1%,11%,-15,-5%,0

# 4 of the compounds above, with two lines to a compound.
# The line under a structure holds: HT1080 IDH1KD tx	HT1080-NT tox	D3 antag	KB-V1 MDR tox	GLP1R ag	SW480 rereplic	IL-1B inflam inh	KB-3-1 tox	D3 ag
NS(=O)(=O)c1ccc2nc(NC(=O)Nc3ccc(F)cc3)sc2c1
→ ?	-17%	-14	-2%	13%	0%	?	5%	-3
Cc1ccc(S(=O)(=O)NN=C2CCCc3ccccc32)cc1
→ 4%	0%	11	?	0%	nt	21	-5%	2
CCOc1ccc2oc(C(=O)NCc3ccccc3CN3CCCC3)c(C)c2c1
→ ?	?	-28	0%	8%	?	-57*	?	-9
COc1ccc(N(CC(=O)N2CCN(Cc3ccccc3)CC2)S(C)(=O)=O)cc1
→ -1%	14%	17	13%	5%	-4%	14	1%	2

# Additional results
SMILES,HT1080 IDH1KD tx,HT1080-NT tox,D3 antag,KB-V1 MDR tox,GLP1R ag,SW480 rereplic,IL-1B inflam inh,KB-3-1 tox,D3 ag
Cc1cccc(C(=O)NNC(=O)c2ccc(-c3ccccc3)cc2)c1,-11%,-7%,5,7%,-16%,18%,-2,1%,2
CC(C)(C)NC(=S)NCC1CC1,4%,3%,6,-1%,1%,?,22,5%,3
Cc1cccc(C(=O)OCC(=O)N2CCCCCC2)c1C,28%,27%,-17,-4%,9%,-4%,-27,-1%,-14
CCn1nnnc1SCC(=O)NCc1ccc2c(c1)OCO2,-1%,-4%,0,22%,-4%,-1%,29,2%,-9
COc1ccc(C(=O)Nc2ccc3nc4n(c(=O)c3c2)CCCCC4)cc1OC,6%,13%,11,4%&-22%,-1%,nt,13,3%&6%,-12&-4
O=c1cc(-c2ccccc2)c2cc(Cl)ccc2[nH]1,7%,8%,1,-8%,3%,-1%,-3,-6%,-1
CCC(C(=O)NCc1ccc(C)o1)n1nc(C)c2c(C)n(-c3ccccc3)nc2c1=O (stereo not drawn),-6%,-3%,-9,-23%,-3%,?,-7,1%,-1
COc1ccc(CNC(=O)c2c([S-])n(-c3ccc(C)cc3)c3cccc[n+]23)cc1,4%,-11%,-20,?,11%,1%,-14,-15%,-14
O=C1C(Cl)=C(N2CCCCC2)C(=O)C(Cl)=C1c1cnc(N2CCCCC2)s1,16µM*,?,-23,-12%,-10%,5.8µM*,-71*,18µM*,-3
Cc1onc(-c2c(F)cccc2Cl)c1C(=O)NC(C)c1ccccc1 (stereo not drawn),-4%,10%,-2,?,12%,0%,2,5%,3
N#Cc1c(NC(=O)CSc2ncccn2)oc(-c2ccccc2)c1-c1ccccc1,-2%,-1%,-23,?,4%,-9%,5,-3%,3
Fc1ccc2nc(Nc3nc4cc5c(cc4s3)OCO5)sc2c1,?,?,17,-8%,-1%,0%,9,-7%,5
O=C(Nc1ccccc1)N(Cc1ccc(Cl)cc1)CC(O)C(F)(F)F (stereo not drawn),-17%,-19%,-2,-25%,12%,2%,-2,4%,4
CCCNC(=O)C/C(C)=N/NC(=O)C(=O)Nc1ccccn1,0%,12%,-15,8%,-1%,5%,0,-10%,3
Cc1ccc(C(=O)OCC(=O)NCCNC(=O)COC(=O)c2ccc(C)o2)o1,-4%,-1%,10,27%,-8%,2%,-14,10%,-6

# An excerpt from above, showing only HT1080-NT tox, IL-1B inflam inh and D3 antag.
canonical_smiles	HT1080-NT tox	IL-1B inflam inh	D3 antag
Cc1onc(-c2c(F)cccc2Cl)c1C(=O)NC(C)c1ccccc1 (stereo not drawn)	10%	2	-2
N#Cc1c(NC(=O)CSc2ncccn2)oc(-c2ccccc2)c1-c1ccccc1	-1%	5	-23
Fc1ccc2nc(Nc3nc4cc5c(cc4s3)OCO5)sc2c1	?	9	17
O=C(Nc1ccccc1)N(Cc1ccc(Cl)cc1)CC(O)C(F)(F)F (stereo not drawn)	-19%	-2	-2

# (listing goes on)
SMILES,HT1080 IDH1KD tx,HT1080-NT tox,D3 antag,KB-V1 MDR tox,GLP1R ag,SW480 rereplic,IL-1B inflam inh,KB-3-1 tox,D3 ag
CC(C)(C)C(=O)CN1C(=O)NC2(CCc3ccccc32)C1=O (stereo not drawn),17%,0%,10,-17%,-2%,-30%[inhibitor],0,13%,5
CCN(CC)C(=O)CN(c1ccc(F)c(Cl)c1)S(C)(=O)=O,7%,10%,7,?,17%,2%,-16,3%,2
CCN(CC)CCN1C(=O)C(=O)/C(=C(/O)c2c(C)[nH]c(C(=O)OC)c2C)C1c1ccccc1OC (stereo not drawn),-8%,-4%,-27,24%,-3%,-1%[9.22 µM],17,25%,-14
Cc1cccc(NC(=O)C(=O)NCC2CCCN2S(=O)(=O)c2cccs2)c1C (stereo not drawn),1%,6%,3,?,-2%,-2%,-10,-18%,14
O=C(CSc1nc2ccccc2[nH]1)Nc1cccc(S(=O)(=O)N2CCOCC2)c1,1%,-7%,3,-7%,0%,?,?,-18%,-4
O=C(O)CSc1nnc(COc2cccc3cccnc23)n1-c1ccc(Cl)cc1,19%,5%,-10,2%,0%,-2%,15,9%,2
Cc1cc(Nc2cccc(C(F)(F)F)c2)nc2ccc(NC(=O)c3ccc(=O)[nH]c3)cc12,nt,nt,nt,?,3%,nt,nt,15%,-8
CN(C)S(=O)(=O)c1ccc(N2CCCC2)c(C(=O)NCCc2ccc(F)cc2)c1,24%,1%,17,?,-7%,?,i,-1%,0
CN1C(=O)N(C)C2(c3ccccc3)Nn3c(s/c(=C/c4ccccc4)c3=O)=NC12c1ccccc1 (stereo not drawn),0%,-2%,-8,3%,-4%,-4%,7,1%,6
Cc1ccc(C2N(C)c3ccccc3-c3nc4ccccc4n32)o1 (stereo not drawn),?,-2%,11,-24%,-2%,?,-19,-12%,1
O=C(CN1CCCCC1CO)c1ccc(OC(F)F)cc1 (stereo not drawn),1%,-9%,-4,17%,-5%,?,?,2%,-1
Nc1c(C(=O)N2CCCC2)sc2nc(-c3ccccc3)ccc12,13%,10%,0,0%,?,18µM*,?,4%,0
COc1ccc(C2CC2C(=O)c2ccccn2)cc1 (stereo not drawn),1%,2%,13,22%,12%,7%,-14,-2%,2
CCOc1cc(S(=O)(=O)N(CC)CC)ccc1Br,-12%,-6%,-9,0%,29%,2%,-5,10%,-4
CC(Oc1ccccc1)C(=O)N1CCN=C1SCc1ccccc1F (stereo not drawn),-12%,-22%,11,9%,12%,24%,?,-3%,-4
COc1ccc(Cl)cc1C(=O)Nn1c(C)nc2ccccc2c1=O,-3%,9%,-6,-2%,-2%,-4%,0,-3%,7
CCN(CC(=O)c1c(N)n(C)c(=O)n(C)c1=O)c1cccc2ccccc12,-18%,1%,-1,?,1%,-7%,0,-9%,-5
Cc1onc(-c2ccccc2)c1C(=O)N(C)CC(=O)Nc1ccc(F)c(F)c1F,0%,-9%,2,0%,7%,3%,27,-11%,8
FC(F)(F)c1ccccc1CN1CCN(C2CCCCCC2)CC1,-6%,-7%,-15,-12%,-4%,?,3,0%,-11
CN(CC(=O)Nc1cccc(F)c1)CC(=O)NC(c1ccccc1)c1ccccc1,-15%,-8%,-28,-3%,-6%,8%,-20,1%,-10
CC1CN(C(=S)Nc2ccc(F)cc2F)CC(C)O1 (stereo not drawn),4%,6%,12,18%,-1%,-13%,0,0%,4

# Rows were taken by chance, and some 12% of all compounds hit somewhere here.
